Screening data from PubChem.
NSD2 inh: blocks human NSD2 histone methyltransferase activity. NSD2-SET H3K36me1 DELFIA fluorescence, biochemical. actives 0.07% (n = 44,000). AID 624260. O96028. inhibition, % at 12.5 µM; in the data active = inhibition above about 54%, passing the limit was not always enough; inconclusive = no clear call, values can overlap the other calls;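 also: inhibitors reduce the monomethyl H3K36 fluorescence signal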
Target sequence (O96028 whole entry, looked up): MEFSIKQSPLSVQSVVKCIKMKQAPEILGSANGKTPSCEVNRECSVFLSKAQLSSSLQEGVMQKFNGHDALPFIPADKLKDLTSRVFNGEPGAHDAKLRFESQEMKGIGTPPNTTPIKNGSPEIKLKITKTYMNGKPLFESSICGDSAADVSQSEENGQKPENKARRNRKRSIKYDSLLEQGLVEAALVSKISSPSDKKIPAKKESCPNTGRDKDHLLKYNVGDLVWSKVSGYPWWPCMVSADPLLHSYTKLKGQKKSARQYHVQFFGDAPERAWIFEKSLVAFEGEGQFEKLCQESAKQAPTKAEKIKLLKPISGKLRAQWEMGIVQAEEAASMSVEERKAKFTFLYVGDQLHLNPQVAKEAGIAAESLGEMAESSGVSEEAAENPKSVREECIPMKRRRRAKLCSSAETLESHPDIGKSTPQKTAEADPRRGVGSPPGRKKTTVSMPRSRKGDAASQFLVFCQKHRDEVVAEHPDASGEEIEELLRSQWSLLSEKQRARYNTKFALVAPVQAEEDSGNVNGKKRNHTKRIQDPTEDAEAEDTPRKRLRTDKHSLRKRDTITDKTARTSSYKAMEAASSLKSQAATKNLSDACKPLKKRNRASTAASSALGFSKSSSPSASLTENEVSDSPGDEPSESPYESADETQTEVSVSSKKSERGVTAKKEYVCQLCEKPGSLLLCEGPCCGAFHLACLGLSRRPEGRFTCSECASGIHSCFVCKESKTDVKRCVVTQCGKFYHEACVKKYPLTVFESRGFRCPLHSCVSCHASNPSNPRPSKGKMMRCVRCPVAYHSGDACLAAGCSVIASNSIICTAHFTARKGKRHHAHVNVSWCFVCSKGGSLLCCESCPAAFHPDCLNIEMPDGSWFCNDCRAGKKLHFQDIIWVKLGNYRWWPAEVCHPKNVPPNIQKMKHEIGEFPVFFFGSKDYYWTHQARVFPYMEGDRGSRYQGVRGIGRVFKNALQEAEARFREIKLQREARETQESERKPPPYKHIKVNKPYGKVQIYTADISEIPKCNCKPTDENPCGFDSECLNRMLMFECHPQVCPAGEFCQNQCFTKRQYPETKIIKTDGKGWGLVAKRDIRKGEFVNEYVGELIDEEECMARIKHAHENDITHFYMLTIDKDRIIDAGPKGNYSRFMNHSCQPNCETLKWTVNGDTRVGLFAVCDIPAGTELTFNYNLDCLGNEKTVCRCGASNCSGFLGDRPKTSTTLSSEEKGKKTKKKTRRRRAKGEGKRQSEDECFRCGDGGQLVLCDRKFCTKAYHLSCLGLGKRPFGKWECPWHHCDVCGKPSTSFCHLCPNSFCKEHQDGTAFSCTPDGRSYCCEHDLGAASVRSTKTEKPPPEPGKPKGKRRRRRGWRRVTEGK
* hit, by the source's call; i = inactive; u = inconclusive.

SMILES | NSD2 inh
Cc1noc(C)c1NC(=O)N(C)C[C@H]1Oc2ncc(C3=CCCC3)cc2C(=O)N([C@H](C)CO)C[C@H]1C | 3
CCCC#Cc1cnc2c(c1)C(=O)N([C@H](C)CO)C[C@H](C)[C@@H](CN(C)C(=O)Cc1ccccc1)O2 | -3
C[C@@H]1CN([C@H](C)CO)C(=O)Cc2cc(NS(=O)(=O)c3ccc(Cl)cc3)ccc2O[C@@H]1CN(C)CC1CCCCC1 | -1
Cc1ccccc1-c1ccc2c(c1)O[C@H](CN(C)Cc1ccc(C(=O)O)cc1)[C@H](C)CN([C@@H](C)CO)S2(=O)=O | -6
C[C@@H]1CN([C@H](C)CO)C(=O)Cc2cc(NC(=O)CCN3CCOCC3)ccc2O[C@@H]1CN(C)Cc1ccccc1 | -1
C[C@@H]1CCCCO[C@H](CN(C)Cc2ccc(Cl)c(Cl)c2)[C@H](C)CN([C@@H](C)CO)C(=O)c2cc(NS(=O)(=O)c3cn(C)cn3)ccc2O1 | -198
C[C@H]1CN([C@@H](C)CO)C(=O)c2cccc(NC(=O)c3nc4ccccc4s3)c2O[C@H]1CN(C)CC1CC1 | 7
c1ccc(CN(CCN(Cc2ccccn2)Cc2ccccn2)Cc2ccccn2)nc1 | 45
CCOc1ccc(NC(=O)N(Cc2cn(C)c3ccccc23)C2CCCCC2)cc1 | 3
COc1ccc(CN(C)C[C@H]2Oc3ccc(NC(=O)CCC(F)(F)F)cc3CC(=O)N([C@H](C)CO)C[C@H]2C)cc1 | 3
C[C@@H]1CN([C@@H](C)CO)C(=O)c2cc(NS(=O)(=O)c3ccc(Cl)cc3)ccc2O[C@@H]1CN(C)C(=O)NC1CCCCC1 | -4
C[C@H](CO)N1C[C@H](C)[C@H](CN(C)Cc2ccccn2)Oc2cc(C#C[C@@H](C)O)ccc2S1(=O)=O | 4
C[C@@H]1CCCCO[C@@H](CN(C)Cc2ccccc2)[C@H](C)CN([C@@H](C)CO)C(=O)c2cc(NC(=O)CCC(F)(F)F)ccc2O1 | 1
C[C@H](CO)N1C[C@H](C)[C@H](CN(C)C(=O)Nc2ccc(F)cc2)Oc2ncc(C#CC(C)(C)O)cc2C1=O | 8
C[C@H]1CN([C@@H](C)CO)C(=O)Cc2cc(NC(=O)Cc3cn(C)c4ccccc34)ccc2O[C@H]1CN(C)Cc1ccc(C(=O)Nc2ccccc2N)cc1 | 0
CC(C)C#Cc1ccc2c(c1)O[C@H](CN(C)Cc1cncnc1)[C@H](C)CN([C@H](C)CO)S2(=O)=O | -6
C[C@H](CO)N1C[C@H](C)[C@H](CN(C)C(=O)c2ccc3c(c2)OCO3)Oc2cc(-c3ccncc3)ccc2S1(=O)=O | -1
COc1cc([C@@H]2c3cc4c(cc3[C@@H](O[C@@H]3O[C@@H]5CO[C@@H](C)O[C@H]5[C@H](O)[C@H]3O)[C@H]3COC(=O)[C@H]23)OCO4)cc(OC)c1O | -2
CN(C)c1nc(N(C)C)nc(N(C)C)n1 | -1
CC1(C)CC1C(=O)N/C(=C\CCCCSCC(N)C(=O)O)C(=O)O (stereo unspecified) | -4
C[C@@H]1CCCCO[C@@H](CN(C)C(=O)c2ccccc2)[C@H](C)CN([C@H](C)CO)C(=O)c2cc(NS(=O)(=O)c3cccs3)ccc2O1 | -2
C[C@H]1CN([C@@H](C)CO)C(=O)Cc2cc(NC(=O)Nc3ccc(F)cc3)ccc2O[C@@H]1CN(C)C(=O)Nc1ccc(F)cc1 | -6
C[C@H]1CN([C@@H](C)CO)C(=O)c2cc(Br)cnc2O[C@H]1CN(C)Cc1ccccc1 | 5
Cc1ccc2[nH]c(=S)n(C3CC4C=CC3C4)c(=O)c2c1 (stereo unspecified) | -5
C[C@@H]1CCCCO[C@@H](CN(C)C(=O)NC2CCCCC2)[C@@H](C)CN([C@H](C)CO)C(=O)c2cc(NS(=O)(=O)c3cccs3)ccc2O1 | 1
Cc1noc(C)c1NC(=O)Nc1ccc2c(c1)CC(=O)N([C@@H](C)CO)C[C@@H](C)[C@@H](CN(C)Cc1ccncc1)O2 | 0
C[C@@H]1CCCCO[C@H](CN(C)C(=O)Cc2ccccc2)[C@H](C)CN([C@@H](C)CO)C(=O)c2cc(NC(=O)Cc3ccccc3)ccc2O1 | 1
COc1ccc(NC(=O)Nc2ccc3c(c2)C(=O)N([C@H](C)CO)C[C@@H](C)[C@@H](CN(C)S(=O)(=O)c2ccc(OC)cc2)OCCCC[C@H](C)O3)cc1 | 3
C[C@@H]1CN([C@H](C)CO)C(=O)Cc2cc(NC(=O)CCCN(C)C)ccc2O[C@H]1CN(C)C(=O)Nc1ccc2c(c1)OCO2 | 0
C[C@H]1CN([C@@H](C)CO)C(=O)Cc2cc(NC(=O)Cc3ccccc3)ccc2O[C@H]1CN(C)Cc1ccncc1 | -4
C[C@@H]1CCCCO[C@H](CN(C)Cc2ccc(Cl)c(Cl)c2)[C@@H](C)CN([C@@H](C)CO)C(=O)c2cc(N(C)C)ccc2O1 | -5
COc1ccccc1-c1ccc2c(c1)O[C@H](CN(C)C(=O)Nc1cccc(F)c1)[C@@H](C)CN([C@@H](C)CO)S2(=O)=O | -6
C[C@H]1CN([C@@H](C)CO)C(=O)c2cc(NC(=O)Nc3ccc(F)cc3)ccc2O[C@H]1CN(C)S(=O)(=O)c1ccc(Cl)cc1 | 0
CCCNC(=O)N(C)C[C@@H]1Oc2cc(C#CCC(C)C)ccc2S(=O)(=O)N([C@@H](C)CO)C[C@@H]1C | -5
CC(C)NC(=O)N(C)C[C@@H]1Oc2cc(-c3ccccc3)ccc2S(=O)(=O)N([C@@H](C)CO)C[C@@H]1C | 3
CCC(=O)N(C)C[C@@H]1Oc2cc(-c3cccnc3)ccc2S(=O)(=O)N([C@H](C)CO)C[C@H]1C | 0
COc1ccc(S(=O)(=O)Nc2ccc3c(c2)CC(=O)N([C@@H](C)CO)C[C@@H](C)[C@H](CN(C)Cc2ccc(C(=O)O)cc2)O3)cc1 | 1
C[C@H]1CN([C@@H](C)CO)S(=O)(=O)c2ccc(C#Cc3cccnc3)cc2O[C@H]1CN(C)C(=O)CN(C)C | 4
C[C@H]1CN([C@@H](C)CO)C(=O)Cc2cc(NC(=O)Cc3ccccc3)ccc2O[C@H]1CN(C)S(=O)(=O)c1ccc(F)cc1 | 7
C/C=C/c1ccc2c(c1)O[C@@H](CN(C)Cc1ccncc1)[C@@H](C)CN([C@H](C)CO)S2(=O)=O | 2
C[C@H](CO)N1C[C@H](C)[C@@H](CN(C)Cc2ccc(-c3ccccc3)cc2)Oc2c(NC(=O)C3CCOCC3)cccc2C1=O | -1
NNC(=O)c1ccccc1O | -4
COCC#Cc1ccc2c(c1)O[C@H](CN(C)C(=O)C1CCCCC1)[C@H](C)CN([C@H](C)CO)S2(=O)=O | 12
C[C@@H]1CN([C@@H](C)CO)C(=O)c2cccc(NC(=O)c3cnccn3)c2O[C@@H]1CN(C)C(=O)NC1CCCCC1 | 4
O=C(NO)c1cccc(C(=O)N/N=C/c2ccc(OCc3ccccc3)cc2O)c1 | 6
C[C@@H]1CN([C@@H](C)CO)C(=O)c2cccc(NC(=O)c3cnccn3)c2O[C@H]1CN(C)S(=O)(=O)c1ccc(F)cc1 | 5
C[C@@H]1CN([C@H](C)CO)C(=O)Cc2cc(NC(=O)Cc3cn(C)c4ccccc34)ccc2O[C@@H]1CN(C)CC1CC1 | -4
C[C@H](CO)N1C[C@H](C)[C@H](CN(C)S(=O)(=O)c2ccc(Cl)cc2)Oc2ccc(NC(=O)Cc3cn(C)c4ccccc34)cc2C1=O | 3

Sorted by value in NSD2 inh (low to high): four of the compounds above.
| SMILES | NSD2 inh |
| --- | --- |
| NNC(=O)c1ccccc1O | -4 |
| C/C=C/c1ccc2c(c1)O[C@@H](CN(C)Cc1ccncc1)[C@@H](C)CN([C@H](C)CO)S2(=O)=O | 2 |
| O=C(NO)c1cccc(C(=O)N/N=C/c2ccc(OCc3ccccc3)cc2O)c1 | 6 |
| COCC#Cc1ccc2c(c1)O[C@H](CN(C)C(=O)C1CCCCC1)[C@H](C)CN([C@H](C)CO)S2(=O)=O | 12 |

Continuation.
> O=C(O)C[C@@H]1C[C@H]2c3cc(NC(=O)Nc4ccccc4)ccc3O[C@H]2[C@H](CO)O1
- NSD2 inh: -2

> CC(C)NC(=O)Nc1ccc2c(c1)CC(=O)N([C@@H](C)CO)C[C@H](C)[C@H](CN(C)C(=O)Nc1ccccc1)O2
- NSD2 inh: -1

> C[C@H](CO)N1C[C@H](C)[C@@H](CN(C)C(=O)Cc2ccccn2)Oc2ncc(-c3ccc(F)cc3)cc2C1=O
- NSD2 inh: u

> C[C@@H]1CN([C@@H](C)CO)C(=O)Cc2cc(NC(=O)CCN3CCOCC3)ccc2O[C@H]1CN(C)Cc1ccc2c(c1)OCO2
- NSD2 inh: -1

> C[C@@H]1CN([C@H](C)CO)C(=O)c2cc(NS(=O)(=O)c3ccccc3)ccc2O[C@@H]1CN(C)Cc1ccncc1
- NSD2 inh: 6

> C[C@@H]1CCCCO[C@H](CN(C)C)[C@@H](C)CN([C@H](C)CO)C(=O)c2cc(NC(=O)c3ccccc3)ccc2O1
- NSD2 inh: u

> CCCN(C)C[C@H]1Oc2cc(C#CCN(C)C)ccc2S(=O)(=O)N([C@@H](C)CO)C[C@H]1C
- NSD2 inh: -3

> CC1OC(OCC2OC(Oc3cc(O)c4c(=O)c(-c5ccc(O)cc5)coc4c3)C(O)C(O)C2O)C(O)C(O)C1OC1OC(CO)C(O)C(O)C1O (stereo unspecified)
- NSD2 inh: 7

> CC(C)NC(=O)Nc1ccc2c(c1)CC(=O)N([C@H](C)CO)C[C@@H](C)[C@H](CN(C)Cc1ccncc1)O2
- NSD2 inh: 1

> C[C@H]1CCCCO[C@H](CN(C)S(=O)(=O)c2cn(C)cn2)[C@@H](C)CN([C@@H](C)CO)C(=O)c2cc(NC(=O)CCC(F)(F)F)ccc2O1
- NSD2 inh: 0

> C[C@@H]1CN([C@@H](C)CO)C(=O)Cc2cc(NC(=O)CCC(F)(F)F)ccc2O[C@H]1CN(C)S(=O)(=O)c1cn(C)cn1
- NSD2 inh: 5

> N/C(=N\O)c1ccc(N2CCN(c3ncccc3C(F)(F)F)CC2)nc1
- NSD2 inh: -10

> C[C@@H]1CN([C@H](C)CO)C(=O)c2cc(C#CC3(O)CCCC3)cnc2O[C@H]1CN(C)C(=O)CC1CC1
- NSD2 inh: -4

> C[C@@H]1CN([C@@H](C)CO)C(=O)c2cccc(NS(=O)(=O)c3ccc(F)cc3)c2O[C@H]1CN(C)CC1CC1
- NSD2 inh: i

> CNC[C@@H]1Oc2ccc(NC(=O)Nc3ccc4c(c3)OCO4)cc2CC(=O)N([C@H](C)CO)C[C@H]1C
- NSD2 inh: 0

> C[C@@H]1CN([C@@H](C)CO)C(=O)c2cc(N(C)C)ccc2O[C@@H](C)CCCCO[C@H]1CN(C)C(=O)c1ccncc1
- NSD2 inh: 6

> C[C@@H]1CN([C@H](C)CO)C(=O)c2cccc(NC(=O)c3ccncc3)c2O[C@@H]1CN(C)C(=O)Nc1cccc2ccccc12
- NSD2 inh: 23

> C[C@H]1CN([C@@H](C)CO)S(=O)(=O)c2ccc(C3=CCCC3)cc2O[C@H]1CN(C)C(=O)c1ccccc1
- NSD2 inh: 1

> C[C@@H]1CCCCO[C@H](CN(C)C(=O)Nc2ccc3c(c2)OCO3)[C@@H](C)CN([C@@H](C)CO)C(=O)c2cc(NC(=O)c3ccncc3)ccc2O1
- NSD2 inh: -5

> O=C(NO)c1cccc(C(=O)N/N=C/c2cccnc2Cl)c1
- NSD2 inh: 0

> C[C@H](CO)N1C[C@H](C)[C@@H](CN(C)Cc2ccc(C(=O)Nc3ccccc3N)cc2)Oc2c(NC(=O)c3nc4ccccc4s3)cccc2C1=O
- NSD2 inh: 5

> C[C@H]1CN([C@@H](C)CO)C(=O)c2cc(NS(=O)(=O)c3ccccc3)ccc2O[C@@H]1CN(C)S(=O)(=O)c1cn(C)cn1
- NSD2 inh: 1

> C[C@@H]1CN([C@H](C)CO)C(=O)CCCn2cc(nn2)CO[C@H]1CN(C)S(=O)(=O)c1ccc(Cl)cc1
- NSD2 inh: -3

> C[C@@H]1CN([C@@H](C)CO)C(=O)c2cc(NC(=O)NC3CCCCC3)ccc2O[C@H]1CN(C)S(=O)(=O)c1ccc(Cl)cc1
- NSD2 inh: 1

> C[C@@H]1CN([C@@H](C)CO)C(=O)c2cc(NC(=O)C3CCCCC3)ccc2O[C@@H](C)CCCCO[C@@H]1CN(C)C(=O)Nc1ccc(C(F)(F)F)cc1
- NSD2 inh: 0

> C[C@H]1CN([C@@H](C)CO)C(=O)Cc2cc(N(C)C)ccc2O[C@@H]1CN(C)S(C)(=O)=O
- NSD2 inh: -1

> CCCC#Cc1cnc2c(c1)C(=O)N([C@H](C)CO)C[C@H](C)[C@@H](CN(C)C(=O)c1ccccc1)O2
- NSD2 inh: u

> C[C@@H]1CN([C@H](C)CO)C(=O)c2cc(NC(=O)Nc3ccccc3)ccc2O[C@H]1CN(C)S(C)(=O)=O
- NSD2 inh: -7

> CC(=O)OC(COc1cccc2ccccc12)Cn1cnc2ccccc21 (stereo unspecified)
- NSD2 inh: 4

> C[C@H]1CN([C@@H](C)CO)C(=O)c2cccc(NS(C)(=O)=O)c2O[C@H]1CN(C)Cc1ccc(C(F)(F)F)cc1
- NSD2 inh: 0

> C[C@@H]1CN([C@@H](C)CO)C(=O)c2cc(NS(=O)(=O)c3ccccc3)ccc2O[C@@H](C)CCCCO[C@@H]1CN(C)C(=O)Nc1ccc(F)cc1
- NSD2 inh: -4

> C[C@@H]1CN([C@@H](C)CO)C(=O)c2cc(NC(=O)Cn3cnnn3)ccc2O[C@@H]1CN(C)S(C)(=O)=O
- NSD2 inh: 2

> C[C@@H]1CN([C@@H](C)CO)S(=O)(=O)c2ccc(C#C[C@@H](C)O)cc2O[C@H]1CN(C)Cc1ccccc1
- NSD2 inh: 3

Some of the entries so far, with values ahead of the structure:
NSD2 inh | mol
1 | C[C@H]1CN([C@@H](C)CO)S(=O)(=O)c2ccc(C3=CCCC3)cc2O[C@H]1CN(C)C(=O)c1ccccc1
-5 | C[C@@H]1CCCCO[C@H](CN(C)C(=O)Nc2ccc3c(c2)OCO3)[C@@H](C)CN([C@@H](C)CO)C(=O)c2cc(NC(=O)c3ccncc3)ccc2O1

A portion of the library; the hit share may differ from the screen's.
